Compound activity (PubChem)
hiPSC survival: enhancers of human iPSC single-cell survival | hiPSC single-cell survival, ATPlite luminescence; 100% = ROCK inhibitor wells, 0% = DMSO | survival enhancement, % at 20 µM | 360,000 compounds, 0.044% hits; in the data active means survival enhancement above about 18%;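 further: cells exposed to compounds for 16 hours before the ATP read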
NR2E3 ag-1: activates human NR2E3 receptor; CHO-S Gal4-NCOR/VP16-NR2E3 two-hybrid, luciferase; inhibition of corepressor binding, % at 3.98 µM; 360,000 compounds, 0.35% hits; AID 602229;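 active means inhibition above the mean of all tested compounds plus 3 SD, cut at about 70% in these data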;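 further: 0% = DMSO with NR2E3 transfected cells and 100% = cells lacking NR2E3 construct; higher means lower luciferase signal from less NR2E3 corepressor binding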
PDI turbidity: PDI (human) enzyme inhibition. 350,000 compounds, 0.052% hits. inhibition, % at 10 µM. AID 588391. P07237. PDI insulin aggregation turbidity, A650, 90 min;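 active means mean inhibition across replicates of 30% or more, whatever share of single replicates reach that level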;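 further: absorbance from insulin aggregation driven by PDI reduction with DTT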
H9c2 protect: myocardial damage modulation in H9c2 cells; H9c2 cardiomyocytes, H2O2 injury protection, ATPLite, 2 h; protection from H2O2 cell death, % at 20 µM; AID 588492; 360,000 compounds, 0.63% hits;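 active means compounds giving at least 50% protection of heart cells from peroxide-induced death in the single-dose screen, raw or plate-pattern-corrected value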;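 further: 0% = DMSO wells with peroxide and 100% = DMSO wells without peroxide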
TRPM1 prom inh: inhibitors of MITF-driven TRPM1 promoter in melanoma cells; SK-MEL-5 TRPM1 promoter luciferase, 24 h; inhibition, % at 12.5 µM; 330,000 compounds, 0.83% hits;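 active means mean inhibition across replicates of 60% or more, whatever share of single replicates reaches that level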; further: values of inactives mirror those of a sister screen read the other way
Shn3 3UTR inh: reduces Shn3 3'UTR luciferase signal in osteoblasts | Clone20 osteoblast Shn3 3'UTR firefly luciferase, 24 h | inhibition, % at 12.5 µM | 360,000 compounds, 0.52% hits;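 active means mean inhibition of at least 75% with every replicate also reaching 75%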;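 further: 0% = median of neutral control wells and 100% = pilot-screen positive control compound; some compounds past the cut are filed as inactive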
CaV13 FRET inh: Disruptors of the CACNA1D IQ motif to Ca2+-dependent inactivation inhibitor domain association, primary screening, Förster resonance energy transfer in intact living …; 340,000 compounds, 0.098% hits; HEK cells, CFP/YFP FRET ICDI-IQ, plate reader, 10 min; percent FRET-ratio fall versus neutral wells; inhibition, % at 12.3 µM;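 active means mean replicate inhibition of at least 30% and at least 1% of replicates passing that level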;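 further: 0% = median of the neutral control wells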
NR2E3 ag-2: agonists of human nuclear receptor NR2E3. AID 2300. 320,000 compounds, 0.12% hits. inhibition of corepressor binding, % at 4.78 µM. GST-NR2E3/biotin-RetCOR TR-FRET, 1536-well;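 active means percent inhibition above the cutoff of mean plus 3 SD of all tested compounds, set per screening campaign, cut at about 20% in these data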;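 further: 0% = DMSO wells and 100% = biotin wells as full block of FRET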
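Material: NR2E3–RetCOR corepressor complex | Quantity: 1.35 nM GST-tagged NR2E3 final | Schedule: 5 h at 4 °C | Replication: Singlicate compound wells | Reagent: RetCOR corepressor, biotinylated, 7 nM | Controls: Biotin wells as high control, 0.6% DMSO wells as low control | Signal: TR-FRET, Eu(K)-anti-GST donor, streptavidin-D2 acceptor, ex 340, em 617/671 nm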
HIF-2a block: inhibitors of HIF-2a | 786-0 RCC cells HIF-2a reporter, luciferase luminescence, overnight | inhibition, % at 18.8 µM | 360,000 compounds, 0.72% hits | AID 624352;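 active means inhibition of the luminescence signal of 40% or more relative to plate controls, in a single-dose primary screen at 18.75 µM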
Peg3 promoter: Peg3 promoter activity inhibition; HeLa PEG-Prom luciferase reporter, luminescence, overnight; AID 588405; 360,000 compounds, 1.7% hits; inhibition, % at 20 µM;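 active means inhibition of at least 50% at 20 µM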
m5-HT2A agonist: activates the mouse 5-HT2A serotonin receptor; CHO-K1 mHTR2A beta-arrestin complementation, luminescence; percent of 30 µM serotonin response; AID 624169; P35363; activation, % at 7.6 µM; 360,000 compounds, 0.66% hits;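 active means activation above a run cutoff, the mean activation of all tested compounds plus 3 SD, cut at about 14% in these data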;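 further: 0% = plate median of compound wells and 100% = 30 µM serotonin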
Target sequence (P35363 whole entry, looked up): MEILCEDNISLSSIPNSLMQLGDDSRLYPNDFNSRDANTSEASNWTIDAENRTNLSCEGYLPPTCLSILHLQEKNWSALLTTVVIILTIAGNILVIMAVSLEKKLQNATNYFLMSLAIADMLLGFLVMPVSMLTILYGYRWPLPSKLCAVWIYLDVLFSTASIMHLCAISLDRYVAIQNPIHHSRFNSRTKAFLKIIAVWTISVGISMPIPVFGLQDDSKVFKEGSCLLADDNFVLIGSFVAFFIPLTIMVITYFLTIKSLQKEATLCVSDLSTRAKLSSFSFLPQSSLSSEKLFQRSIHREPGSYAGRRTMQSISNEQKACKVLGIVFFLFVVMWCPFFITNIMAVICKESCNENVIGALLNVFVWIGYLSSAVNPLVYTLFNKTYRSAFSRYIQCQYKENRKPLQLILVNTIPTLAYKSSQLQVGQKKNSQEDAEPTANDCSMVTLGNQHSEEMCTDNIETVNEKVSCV
The depositor's hits bear a star; · = no result given; & = joins results of further samples.

Field names: A = hiPSC survival; B = NR2E3 ag-1; C = PDI turbidity; D = H9c2 protect; E = TRPM1 prom inh; F = Shn3 3UTR inh; G = CaV13 FRET inh; H = NR2E3 ag-2; I = HIF-2a block; J = Peg3 promoter; K = m5-HT2A agonist
SMILES: Cc1nn(C)cc1CNC(=O)Nc1ccc(Cl)c(Cl)c1
  A = -3.8 | B = -76 | C = -1 | D = -17 | E = -73 | F = -50 | G = -4 | H = -1 | I = -220 | J = -183 | K = -2

SMILES: O=C(NCCCO)c1ccc(CSc2nc3ccccc3c(=O)[nH]2)cc1
  A = -0.3 | B = -14 | C = 0 | D = 6 | E = 15 | F = 3 | G = -2 | H = 0 | I = 16 | J = 43 | K = 3

SMILES: COc1ccc(CN2CCN(Cc3ccc(OC)c(OC)c3OC)CC2)cc1
  A = 0.8 | B = -17 | C = -3 | D = -1 | E = 2 | F = 4 | G = -19 | H = -1 | I = 18 | J = 19 | K = 1

SMILES: Cc1ccccc1NC(=O)CCSc1nnnn1-c1ccccc1
  A = -1.6 | B = 18 | C = 1 | D = 1 | E = -6 | F = -1 | G = -6 | H = -2 | I = -9 | J = 4 | K = -1

SMILES: Cc1c(Br)c(-c2n[nH]c(=S)n2Cc2ccco2)nn1C
  A = -1.6 | B = -12 | C = 4 | D = 2 | E = -26 | F = -5 | G = -5 | H = -6 | I = 19 | J = 13 | K = 1

SMILES: CC(C)CC(=O)C(=O)O
  A = -0.1&1.6 | B = -5&10 | C = 7&-5 | D = 6&10 | E = 4&13 | F = 2&-12 | G = -2&-4 | H = 1&-4 | I = 3&-7 | J = -5&1 | K = -1&-1

SMILES: CCOC(=O)C(C)/C(C)=N/NC(=O)c1cc2ccccc2cc1O (stereo not given)
  A = -0.3 | B = -15 | C = -6 | D = 61* | E = 2 | F = 4 | G = -18 | H = 1 | I = 8 | J = -25 | K = -2

SMILES: CCCn1cnc2c(SCc3ccccc3Cl)nc(N)nc21
  A = -1.9 | B = -54 | C = 0 | D = -5 | E = -8 | F = -2 | G = -4 | H = · | I = -135 | J = -85 | K = 2

SMILES: CCOC(=O)C(NC(=O)c1ccccc1Cl)(Nc1sc2c(c1C(N)=O)CCC2)C(F)(F)F (stereo not given)
  A = -1.6 | B = -14 | C = 6 | D = -6 | E = -4 | F = 13 | G = -4 | H = · | I = 26 | J = 24 | K = 3

SMILES: O=C(OCC(=O)N1CCc2ccccc2C1)c1ccc(N2CCOCC2)c([N+](=O)[O-])c1
  A = 1.0 | B = -2 | C = 4 | D = 2 | E = -4 | F = -2 | G = -2 | H = 6 | I = 9 | J = 13 | K = 1

SMILES: Brc1ccccc1Cn1c(-c2cncs2)nc2ccccc21
  A = 0.6 | B = -50 | C = 2 | D = -7 | E = 2 | F = 5 | G = -7 | H = 2 | I = -33 | J = 12 | K = 5

SMILES: Cc1onc(-c2c(Cl)cccc2Cl)c1C(=O)N=C(N)N1CCCC1
  A = 0.2 | B = -2 | C = -13 | D = 10 | E = 5 | F = 1 | G = -1 | H = 3 | I = 25 | J = 10 | K = -2

SMILES: CC1CCC(NC(=O)CSc2nnc(-c3cccnc3)o2)CC1 (stereo not given)
  A = 0.7 | B = -10 | C = 3 | D = 0 | E = 3 | F = 23 | G = -6 | H = 2 | I = 14 | J = 7 | K = -3

SMILES: COc1ccc(CN2C(=O)C(CC(=O)NCCc3ccccn3)CC(C(=O)N(C)C)=C2C)cc1 (stereo not given)
  A = -2.3 | B = 8 | C = 13 | D = 7 | E = · | F = -22 | G = -6 | H = · | I = -14 | J = -5 | K = -3

SMILES: CC(NC(=O)C1CCCC1)c1ccccc1 (stereo not given)
  A = 0.1 | B = 2 | C = -10 | D = 5 | E = 6 | F = 3 | G = -3 | H = · | I = 13 | J = 11 | K = -5

SMILES: COc1ccc(NC(=O)Nc2ccccc2SC)cc1
  A = -4.1 | B = -56 | C = -7 | D = -14 | E = -32 | F = -35 | G = -2 | H = 4 | I = -242 | J = -215 | K = -2

SMILES: O=C(O)c1ccccc1OCCOc1ccccc1
  A = 1.5 | B = -24 | C = -4 | D = 3 | E = -1 | F = -11 | G = -6 | H = -4 | I = -5 | J = -6 | K = 0

SMILES: CC(=O)Nc1ccc(N2C(=O)CSC2c2ccc([N+](=O)[O-])cc2)cc1 (stereo not given)
  A = -0.1 | B = -15 | C = -14 | D = 10 | E = 0 | F = -11 | G = -19 | H = -1 | I = 12 | J = 7 | K = -2

SMILES: CCC(C)[C@H](NC(=O)[C@@H]1Cc2ccccc2CN1C(=O)OC(C)(C)C)C(=O)NCC1CCC(C(=O)O)CC1 (stereo not given in full)
  A = 0.2 | B = 3 | C = -1 | D = -2 | E = -7 | F = 17 | G = -5 | H = -1 | I = 10 | J = -2 | K = -1

SMILES: Cc1cc(C(=O)Nc2ccc3c(c2)OCCO3)c(C)o1
  A = -0.4 | B = -96 | C = -2 | D = -8 | E = -32 | F = -47 | G = -9 | H = 2 | I = -220 | J = -209 | K = -2

SMILES: COc1ccc(/C=C(\NC(=O)c2ccco2)C(=O)NCCc2nc3ccccc3[nH]2)cc1
  A = -0.7 | B = -23 | C = 6 | D = 1 | E = · | F = 6 | G = -2 | H = 5 | I = 17 | J = 8 | K = 5

SMILES: COC(=O)c1cn(Cc2cc(OC)ccc2OC)cc(F)c1=O
  A = -0.6 | B = -17 | C = 1 | D = 2 | E = 2 | F = -4 | G = · | H = -4 | I = 11 | J = 4 | K = 3

SMILES: CCC1(CC)Cc2ccccc2C2=C(C(=O)N3CCCCC3)C(=O)C(=O)N21
  A = 0.9 | B = -12 | C = -5 | D = 5 | E = -6 | F = -13 | G = -3 | H = 1 | I = 11 | J = 15 | K = 2

SMILES: N#Cc1ccc2c(c1)nc1ccccn12
  A = -0.6 | B = -28 | C = -5 | D = 7 | E = -18 | F = -16 | G = 4 | H = -3 | I = -35 | J = -21 | K = 5

Complete entries as entered above.
Results for `Cc1cc(C(=O)Nc2ccc3c(c2)OCCO3)c(C)o1` → hiPSC survival: -0.4; NR2E3 ag-1: -96; PDI turbidity: -2; H9c2 protect: -8; TRPM1 prom inh: -32; Shn3 3UTR inh: -47; CaV13 FRET inh: -9; NR2E3 ag-2: 2; HIF-2a block: -220; Peg3 promoter: -209; m5-HT2A agonist: -2
Results for `CCOC(=O)C(NC(=O)c1ccccc1Cl)(Nc1sc2c(c1C(N)=O)CCC2)C(F)(F)F` (stereo not given) → hiPSC survival: -1.6; NR2E3 ag-1: -14; PDI turbidity: 6; H9c2 protect: -6; TRPM1 prom inh: -4; Shn3 3UTR inh: 13; CaV13 FRET inh: -4; NR2E3 ag-2: ·; HIF-2a block: 26; Peg3 promoter: 24; m5-HT2A agonist: 3
Results for `O=C(NCCCO)c1ccc(CSc2nc3ccccc3c(=O)[nH]2)cc1` → hiPSC survival: -0.3; NR2E3 ag-1: -14; PDI turbidity: 0; H9c2 protect: 6; TRPM1 prom inh: 15; Shn3 3UTR inh: 3; CaV13 FRET inh: -2; NR2E3 ag-2: 0; HIF-2a block: 16; Peg3 promoter: 43; m5-HT2A agonist: 3
